ROMK mod = modulators of human ROMK potassium channel. actives 2% (n = 130,000). P48048. B-score at 10 µM. Tet-inducible ROMK, thallium flux fluorescence; actives lie on both sides;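 active = signal ratio slope over the read window, or its plate-corrected B-score, at least 3 SD from the plate mean, either direction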;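 also: B-score of the F/F0 ratio slope over 7 to 12 s after thallium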
Target sequence (P48048 whole entry, looked up): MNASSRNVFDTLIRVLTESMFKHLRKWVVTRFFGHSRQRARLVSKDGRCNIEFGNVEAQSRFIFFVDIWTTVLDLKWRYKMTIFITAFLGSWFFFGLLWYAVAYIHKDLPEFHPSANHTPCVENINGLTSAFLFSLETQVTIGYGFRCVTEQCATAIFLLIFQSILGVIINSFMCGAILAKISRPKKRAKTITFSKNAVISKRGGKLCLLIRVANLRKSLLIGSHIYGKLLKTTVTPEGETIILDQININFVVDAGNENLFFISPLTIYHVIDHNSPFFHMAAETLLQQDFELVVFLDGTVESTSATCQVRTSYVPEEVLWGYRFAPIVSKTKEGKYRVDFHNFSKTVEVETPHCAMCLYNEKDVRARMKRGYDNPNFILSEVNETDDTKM
bIAP inhibitor = intestinal alkaline phosphatase (bovine) inhibition | purified bovine IAP, CDP-star luminescence, 30 min | inhibition, % at 20 µM | 190,000 tested, under 10 active;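 active = over 50% inhibition of intestinal alkaline phosphatase at 20 µM in the single-dose screen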
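Incubation: 30 min reaction at room temperature / Material: purified bovine intestinal alkaline phosphatase (IAP) enzyme / Input: enzyme at 1/65,000,000 dilution / Dosing: 20 µM single dose / Signal: CDP-star luminescence signal / Reagent: CDP-star chemiluminescent phosphatase substrate, 30 µM final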
HMGR II inh = blocks class II HMG-CoA reductase of Enterococcus faecalis; purified E. faecalis HMGR, NADPH absorbance 340 nm kinetic; inhibition, % at 10 µM; actives 0.41% (n = 190,000); AID 1066;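 active = inhibition above a set limit, the median over all tested compounds plus 3 SD, cut at about 9.5% in these data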;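 also: enzyme runs in reverse so mevalonate oxidation gives rising NADPH absorbance; 0% = complete reaction with DMSO and 100% = background rate lacking mevalonate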
PPARg SRC1 recr = agonists of human PPARgamma SRC-1 coactivator recruitment. activation, % at 8 µM. P37231. PPARgamma-SRC-1 coactivator recruitment biochemical assay. actives 0.41% (n = 200,000); in the data active = activation above about 19%;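 also: 0% = DMSO and 100% = reference agonist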
RAM network inh = yeast RAM network inhibition | S. cerevisiae dse1pr::URA3 reporter, 5-FOA growth OD615, 2 d; analog-sensitive cbk1-as2 kinase mutant strain | inhibition, % at 50 µM | actives 1.8% (n = 190,000);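 active = inhibition above a set limit, 3 SD over mean compound inhibition, cut at about 8.4% in these data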;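 also: 0% = DMSO-only wells with no growth and 100% = 10 µM 1-NA-PP1 full growth; inhibition rescues growth on 5-FOA so higher OD means more RAM inhibition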
PPARg SRC-3 ag = promotes SRC-3 coactivator recruitment by human PPARgamma; P37231; biochemical PPARgamma/SRC-3 coactivator recruitment assay; activation, % at 8 µM; actives 0.26% (n = 200,000); AID 731; in the data active = activation above about 23%;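 also: 0% = DMSO and 100% = reference agonist; some compounds past the cut are filed as inactive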
TR-FRET SRC-2 ct = flags TR-FRET format artefacts in PPARgamma SRC-2 recruitment agonist screen; actives 0.4% (n = 200,000); AID 1049; TR-FRET ratio at 8 µM; TR-FRET artefact counter-screen; stronger effect = higher value; in the data active = TR-FRET ratio above about 2000; also: inactives centre near 1500; reference of the scale not given here
DTT redox prof = compounds producing H2O2 with reducing agent – biochemical, NIH compound library profiling, artefact control for MLSCN library redox annotation, primary screen; activation, % at 10 µM; DTT-dependent redox cycling H2O2, phenol red/HRP absorbance; 100% = 100 µM peroxide control, 0% = buffer; actives 0.03% (n = 200,000);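 active = activation of at least 50% relative to the plate's high and low controls in the primary single-dose screen; inactive = activation below 50%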;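 also: compound incubated with DTT at 0.8 mM final as the reducing agent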
L major viab = inhibitors of Leishmania major promastigote growth | inhibition, % at 10 µM | AID 1063 | actives 9% (n = 200,000) | Leishmania major promastigotes, resazurin fluorescence viability; in the data active = inhibition above about 50%;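 also: promastigotes grown with compound for 44 hours at 28 °C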
PPARg SRC-2 ag = PPARgamma-driven SRC-2 recruitment agonism; PPARgamma LBD-SRC-2 recruitment, biochemical; activation, % at 8 µM; actives 0.34% (n = 200,000); AID 1032; in the data active = activation above about 22%;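 also: 0% = vehicle and 100% = reference agonist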
S1P3 antagonist = blocks the human S1P3 receptor; inhibition, % at 4.98 µM; Q99500; AID 485; actives 0.27% (n = 170,000); CHO S1P3 NFAT-BLA reporter, FRET fluorescence, antagonist mode;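 active = inhibition above the plate cutoff, the mean inhibition of test wells on that plate plus 3 SD, cut at about 28% in these data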;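 also: cells challenged with S1P at its EC80 of 0.8 µM; blue over green emission ratio from cleaved BLA substrate after 4 h stimulation; 0% = S1P-stimulated wells and 100% = unstimulated DMSO-only wells; some compounds past the cut are filed as inactive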
Target sequence (Q99500 whole entry, looked up): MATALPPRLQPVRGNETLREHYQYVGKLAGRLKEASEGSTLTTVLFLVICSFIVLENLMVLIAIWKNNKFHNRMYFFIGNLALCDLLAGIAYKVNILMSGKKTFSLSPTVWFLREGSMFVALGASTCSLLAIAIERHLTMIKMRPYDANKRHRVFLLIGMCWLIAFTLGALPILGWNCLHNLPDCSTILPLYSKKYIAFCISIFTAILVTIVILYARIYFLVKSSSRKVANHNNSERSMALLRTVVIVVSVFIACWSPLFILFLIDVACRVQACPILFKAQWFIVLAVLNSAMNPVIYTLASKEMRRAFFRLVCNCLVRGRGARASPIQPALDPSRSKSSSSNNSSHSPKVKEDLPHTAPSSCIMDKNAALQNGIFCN
* = called active by the depositor. No enrichment for hits. About 13% of those tested had a hit in this group.

Results for Cc1nn(Cc2ccccc2)c(C)c1NC(=O)c1cc(-c2ccco2)on1 ?
ROMK mod: -0.17; bIAP inhibitor: 10; HMGR II inh: -7; PPARg SRC1 recr: 0; RAM network inh: 4.2; PPARg SRC-3 ag: -6; TR-FRET SRC-2 ct: 1702; DTT redox prof: -0.3; L major viab: -6; PPARg SRC-2 ag: 14; S1P3 antagonist: 31

Results for CN(c1ccccc1)S(=O)(=O)c1cccc(NC(=O)CC(C)(C)C)c1 ?
bIAP inhibitor: 28; HMGR II inh: -2; PPARg SRC1 recr: 3; RAM network inh: 0.8; PPARg SRC-3 ag: 5; TR-FRET SRC-2 ct: 1528; DTT redox prof: 0.2; L major viab: 96*; PPARg SRC-2 ag: 1; S1P3 antagonist: 10

What do the screens show for `CS(=O)(=O)Nc1ccccc1C(=O)Nc1cc(Cl)cc(Cl)c1`?
ROMK mod: -0.79; bIAP inhibitor: 5; HMGR II inh: -6; PPARg SRC1 recr: 0; RAM network inh: 2.2; PPARg SRC-3 ag: -9; TR-FRET SRC-2 ct: 1596; DTT redox prof: -0.8; L major viab: -6; PPARg SRC-2 ag: 4

How did CCN(CC)c1ccc(NC(=O)C2CC3CCC2C3)cc1 (centres undefined) do in these assays?
bIAP inhibitor: 25; HMGR II inh: 0; PPARg SRC1 recr: 3; RAM network inh: 0.3; PPARg SRC-3 ag: 4; TR-FRET SRC-2 ct: 1634; DTT redox prof: -0.8; L major viab: 12; PPARg SRC-2 ag: 13; S1P3 antagonist: 0

What do the screens show for `COc1ccc2c(c1)C(=O)C(=O)N2`?
ROMK mod: 0.42; bIAP inhibitor: 6; HMGR II inh: 0; PPARg SRC1 recr: 6; RAM network inh: 2.3; PPARg SRC-3 ag: 5; TR-FRET SRC-2 ct: 1600; DTT redox prof: 0.0; L major viab: -7; PPARg SRC-2 ag: 11; S1P3 antagonist: 6

Results for Cc1cc(C)c(C)c(S(=O)(=O)N2CCC(C(=O)OCC(=O)N3c4ccccc4NC(=O)C3(C)C)CC2)c1C ?
ROMK mod: 0.043; bIAP inhibitor: -19; HMGR II inh: 3; PPARg SRC1 recr: 5; RAM network inh: 12*; PPARg SRC-3 ag: -16; TR-FRET SRC-2 ct: 1458; DTT redox prof: 0.3; L major viab: -1; PPARg SRC-2 ag: -3

How did CC(=O)c1sc2nc(SCC(=O)N3CCCCC3)[nH]c(=O)c2c1C do in these assays?
ROMK mod: 0.37; bIAP inhibitor: 13; HMGR II inh: 0; PPARg SRC1 recr: 19*; RAM network inh: 4.7; PPARg SRC-3 ag: 33*; TR-FRET SRC-2 ct: 1995*; DTT redox prof: 1.6; L major viab: 10; PPARg SRC-2 ag: 28*; S1P3 antagonist: 16

How did CCN(CC)c1ccc(NC(=O)COc2ccccc2C#N)cc1S(=O)(=O)Nc1ccc(OC)cc1 do in these assays?
ROMK mod: -0.0098; bIAP inhibitor: 2; HMGR II inh: 0; PPARg SRC1 recr: 1; RAM network inh: 1.8; PPARg SRC-3 ag: 2; TR-FRET SRC-2 ct: 1639; DTT redox prof: -0.1; L major viab: 99*; PPARg SRC-2 ag: -11; S1P3 antagonist: -15

How did CC(C)CCNC(=O)NC(=O)Cn1cc(C(F)(F)F)ccc1=O do in these assays?
bIAP inhibitor: 13; HMGR II inh: 1; PPARg SRC1 recr: 3; RAM network inh: -0.4; PPARg SRC-3 ag: 0; TR-FRET SRC-2 ct: 1495; DTT redox prof: 0.0; L major viab: -2; PPARg SRC-2 ag: -3

What do the screens show for `CCN(CC)CCNC(C(=O)Nc1cccc(C(C)=O)c1)c1ccccc1` (centres undefined)?
bIAP inhibitor: -14; HMGR II inh: -5; PPARg SRC1 recr: -2; RAM network inh: 0.6; PPARg SRC-3 ag: 1; TR-FRET SRC-2 ct: 1370; DTT redox prof: -0.3; L major viab: 8; PPARg SRC-2 ag: -1; S1P3 antagonist: -1

Results for C[C@H](NC(=O)Cn1cncn1)c1ccccc1 ?
bIAP inhibitor: 1; HMGR II inh: -4; PPARg SRC1 recr: -10; RAM network inh: 2.6; PPARg SRC-3 ag: -3; TR-FRET SRC-2 ct: 1536; DTT redox prof: -5.9; L major viab: -4; PPARg SRC-2 ag: 1

How did Cc1ccc(CSc2nnc(Cn3c(=O)sc4ccccc43)n2C)cc1 do in these assays?
bIAP inhibitor: 7; HMGR II inh: -7; PPARg SRC1 recr: 4; RAM network inh: 3.9; PPARg SRC-3 ag: 3; TR-FRET SRC-2 ct: 1685; DTT redox prof: -0.4; L major viab: -2; PPARg SRC-2 ag: 3; S1P3 antagonist: 7

What do the screens show for `Cc1cc(=O)oc2c(CN3CC(C)OC(C)C3)c(O)c(Cl)cc12` (centres undefined)?
ROMK mod: -2.1; bIAP inhibitor: -10; HMGR II inh: -2; PPARg SRC1 recr: 10; RAM network inh: -0.2; PPARg SRC-3 ag: 5; TR-FRET SRC-2 ct: 1618; DTT redox prof: -0.3; L major viab: -8; PPARg SRC-2 ag: -3; S1P3 antagonist: 1

How did CCOC(=O)C1CCN(c2ncnc3c2oc2ccc(Br)cc23)CC1 do in these assays?
bIAP inhibitor: 0; HMGR II inh: -3; PPARg SRC1 recr: 10; RAM network inh: -1.9; PPARg SRC-3 ag: 1; TR-FRET SRC-2 ct: 1573; DTT redox prof: 3.0; L major viab: -8; PPARg SRC-2 ag: 0; S1P3 antagonist: -17

What do the screens show for `CCn1c2c(c3cc(C(=O)O)ccc31)CCCC2=O`?
bIAP inhibitor: 6; HMGR II inh: -3; PPARg SRC1 recr: 1; RAM network inh: 3.4; PPARg SRC-3 ag: 4; TR-FRET SRC-2 ct: 1602; DTT redox prof: 0.8; L major viab: -5; PPARg SRC-2 ag: 10; S1P3 antagonist: 0

What do the screens show for `COCCNc1nc2c(c(=O)n(C)c(=O)n2C)n1Cc1cccc(C)c1`?
bIAP inhibitor: 7; HMGR II inh: -6; PPARg SRC1 recr: 1; RAM network inh: 2.0; PPARg SRC-3 ag: -1; TR-FRET SRC-2 ct: 1675; DTT redox prof: 4.2; L major viab: -6; PPARg SRC-2 ag: 5; S1P3 antagonist: -14

Results for CCOC(=O)c1c(C)nc2sc3c(c2c1-c1ccc(OC)cc1)NC(c1ccc(OC)cc1)NC3=O (centres undefined) ?
bIAP inhibitor: -10; HMGR II inh: 2; PPARg SRC1 recr: 7; RAM network inh: 5.2; PPARg SRC-3 ag: -2; TR-FRET SRC-2 ct: 1590; DTT redox prof: 0.2; L major viab: -6; PPARg SRC-2 ag: 2

What do the screens show for `CN(C(=O)c1cccnc1)c1nc(-c2ccccc2)cs1`?
bIAP inhibitor: 14; HMGR II inh: 6; PPARg SRC1 recr: 0; RAM network inh: 5.0; PPARg SRC-3 ag: -15; TR-FRET SRC-2 ct: 1448; DTT redox prof: 1.9; L major viab: 6; PPARg SRC-2 ag: -9; S1P3 antagonist: 0

Results for CC(C)NC(=O)/C(C#N)=C\c1ccc(N(C)C)c(Br)c1 ?
ROMK mod: -2.4; bIAP inhibitor: 3; HMGR II inh: 3; PPARg SRC1 recr: 3; RAM network inh: 2.5; PPARg SRC-3 ag: 17; TR-FRET SRC-2 ct: 1694; DTT redox prof: -2.5; L major viab: 65*; PPARg SRC-2 ag: 4; S1P3 antagonist: -16

What do the screens show for `CN(C(=O)COC(=O)C(Cc1ccccc1)NC(=O)c1ccccc1)c1ccccc1` (centres undefined)?
bIAP inhibitor: 6; HMGR II inh: 2; PPARg SRC1 recr: 6; RAM network inh: 1.6; PPARg SRC-3 ag: -1; TR-FRET SRC-2 ct: 1884; DTT redox prof: -0.4; L major viab: -1; PPARg SRC-2 ag: 10; S1P3 antagonist: -14

What do the screens show for `CCOC(=O)c1sc(NC(=O)CCN2CCC(C)CC2)c(C(=O)OCC)c1C`?
ROMK mod: 0.26; bIAP inhibitor: -1; HMGR II inh: -11; PPARg SRC1 recr: 1; RAM network inh: -0.4; PPARg SRC-3 ag: -7; TR-FRET SRC-2 ct: 1587; DTT redox prof: -2.6; L major viab: 5; PPARg SRC-2 ag: -5; S1P3 antagonist: -13

What do the screens show for `CCOc1ccc(N(CC(=O)NC2CCCC2)C(=O)CSc2nnc(COc3ccccc3)o2)cc1`?
ROMK mod: -1.8; bIAP inhibitor: -8; HMGR II inh: -6; PPARg SRC1 recr: 4; RAM network inh: 3.7; PPARg SRC-3 ag: 13; TR-FRET SRC-2 ct: 1560; DTT redox prof: 0.2; L major viab: 11; PPARg SRC-2 ag: 10

Results for CC(C)CNC(=S)Nc1ccc(S(N)(=O)=O)cc1 ?
ROMK mod: -0.2; bIAP inhibitor: 3; HMGR II inh: -5; PPARg SRC1 recr: -3; RAM network inh: 1.9; PPARg SRC-3 ag: 8; TR-FRET SRC-2 ct: 1460; DTT redox prof: 0.1; L major viab: 13; PPARg SRC-2 ag: 6; S1P3 antagonist: 8

How did CCOC(=O)C1=C(C)N(C)C(=O)NC1c1cccc(O)c1 (centres undefined) do in these assays?
bIAP inhibitor: 4; HMGR II inh: 4; PPARg SRC1 recr: 6; RAM network inh: 1.1; PPARg SRC-3 ag: 4; TR-FRET SRC-2 ct: 1344; DTT redox prof: -3.2; L major viab: -4; PPARg SRC-2 ag: 12; S1P3 antagonist: -40

How did CN(c1ccccc1)S(=O)(=O)c1ccc(Cl)c(C(=O)Nc2nc3ccccc3[nH]2)c1 do in these assays?
ROMK mod: 0.009; bIAP inhibitor: -2; HMGR II inh: 4; PPARg SRC1 recr: -7; RAM network inh: 5.4; PPARg SRC-3 ag: 1; TR-FRET SRC-2 ct: 1554; DTT redox prof: -0.1; L major viab: 99*; PPARg SRC-2 ag: 5; S1P3 antagonist: -5

Results for COc1cccc(CN2CCN(Cc3ccc(OC)c(OC)c3)CC2CCO)c1 (centres undefined) ?
ROMK mod: 0.28; bIAP inhibitor: -14; HMGR II inh: -3; PPARg SRC1 recr: -8; RAM network inh: 1.0; PPARg SRC-3 ag: 0; TR-FRET SRC-2 ct: 1532; DTT redox prof: -1.6; L major viab: 1; PPARg SRC-2 ag: 5; S1P3 antagonist: 0

How did Cc1ccc[n+](CC(=O)Nc2cc(C(F)(F)F)ccc2N2CCOCC2)c1 do in these assays?
ROMK mod: -0.017; bIAP inhibitor: -2; HMGR II inh: 0; PPARg SRC1 recr: 0; RAM network inh: 0.3; PPARg SRC-3 ag: 1; TR-FRET SRC-2 ct: 1440; DTT redox prof: -0.3; L major viab: -5; PPARg SRC-2 ag: -2; S1P3 antagonist: -12

What do the screens show for `COc1cc(C)c(C(C)C)cc1S(=O)(=O)n1cnc(C)c1`?
bIAP inhibitor: 5; HMGR II inh: -3; PPARg SRC1 recr: 1; RAM network inh: 0.1; PPARg SRC-3 ag: 4; TR-FRET SRC-2 ct: 1536; DTT redox prof: -2.9; L major viab: 4; PPARg SRC-2 ag: -4; S1P3 antagonist: -5
